# Screens (PubChem)
# KB-V1 MDR tox – KB-V1 MDR subline cytotoxicity; Potency, µM (doses to about 46.1 µM), for inactives: at the top dose activity change, negative = cytotoxicity, hits mostly cytotoxic; AID 1347076; KB-V1 MDR cells viability, CellTiter-Glo, 72 h; 400,000 compounds, 3.4% hits; note: % is set by controls: 0 for no effect and ±100 for the full control effect; nearly all actives have a fitted effect of over 60% in size
#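 Drug-selected KB-V1 cells, grown in DMEM lacking phenol red with 10% FBS, receive compound titrations; after three days at 37 degrees C, surviving cell ATP is quantified by CellTiter-Glo luminescence and responses normalized and curve-fitted.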
# HT1080 IDH1KD tx – toxicity to HT-1080 IDH1 knockdown cells (counter line). HT-1080 IDH1 knockdown viability, ATP luminescence, 48 h. 360,000 compounds, 2% hits. Potency, µM (titrated, usually from 46.1 µM), for inactives: at the highest dose activity, negative = toxicity, most hits filed as cytotoxic;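 note: 0% = DMSO wells and -100% = cell-free medium wells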
#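 After a 2 h attachment period, IDH1KD HT-1080 cells took pin-transferred compound for 48 h at 37 °C; ATP-based luminescence after 10 min room-temperature reagent incubation reported viability.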
# KB-3-1 cytotox – kills parental KB-3-1 adenocarcinoma cells; KB-3-1 viability, CellTiter-Glo ATP luminescence, 72 h; Potency, µM (titrated, usually from 46.1 µM), for the others: top-dose activity change, negative = cytotoxic, actives largely listed as cytotoxic; 400,000 compounds, 1.4% hits; note: % is set by controls: 0 for no effect and ±100 for the full control effect; nearly all actives have a fitted effect of over 60% in size
#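 KB-3-1 cells, DMEM (no phenol red) + 10% FBS; compound by pin transfer, 72 h, 37 °C. Readout: CellTiter-Glo luminescence after 10 min. Data normalized, curve-fitted.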
# GLP1R ag – activates the human GLP-1 receptor; P43220; HEK293 GLP-1R CRE-luciferase, luminescence, 4-6 h; cells express a hypersensitive GLP-1R form; Potency, µM (titrated, usually from 45.6 µM), without a hit: at the top dose activation, most hits filed as activators; 380,000 compounds, 0.007% hits; AID 624172; note: % of control where 0% means no effect
# Target sequence (P43220 whole entry, looked up): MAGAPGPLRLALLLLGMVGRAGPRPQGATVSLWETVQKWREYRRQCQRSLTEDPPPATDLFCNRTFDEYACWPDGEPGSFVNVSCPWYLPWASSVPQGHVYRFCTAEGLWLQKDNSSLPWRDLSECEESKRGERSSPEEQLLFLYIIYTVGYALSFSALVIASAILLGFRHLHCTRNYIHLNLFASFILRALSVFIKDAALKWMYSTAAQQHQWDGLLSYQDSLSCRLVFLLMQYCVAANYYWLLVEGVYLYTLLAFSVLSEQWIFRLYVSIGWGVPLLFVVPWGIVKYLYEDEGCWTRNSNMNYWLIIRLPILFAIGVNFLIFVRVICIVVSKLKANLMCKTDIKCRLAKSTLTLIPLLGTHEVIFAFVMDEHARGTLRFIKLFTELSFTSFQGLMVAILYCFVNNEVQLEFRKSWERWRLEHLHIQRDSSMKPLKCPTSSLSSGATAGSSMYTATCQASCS
# TDP43 rescue – inhibitors of TDP-43 toxicity in yeast; 410,000 compounds, 1.8% hits; TDP-43 expressing yeast growth rescue, BacTiter-Glo, 24 h; Potency, µM (top dose mostly 46.1 µM), for inactives: at the highest dose growth rescue (activation), hits mostly activators; note: % of control where 0% means no effect; nearly all actives have a fitted effect of over 50% in size
#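 Yeast cells expressing TDP-43 under galactose induction are exposed to compounds for 24 hr at 30 deg C. BacTiter-Glo luminescence measures growth, so protective compounds score as activators.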
# HT1080NT lethal – kills 2HG-producing HT-1080-NT fibrosarcoma cells. AID 686970. Potency, µM (titrated, usually from 46.1 µM), without a hit: top-dose activity, negative = less viability, usual class: cytotoxic. HT-1080-NT fibrosarcoma viability, CellTiter-Glo ATP luminescence, 48 h. 360,000 compounds, 1.6% hits;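 note: NT is the 2HG producing partner of a matched IDH1 knockdown line; 0% = DMSO-treated cells and -100% = media-only wells without cells; nearly all actives have a fitted effect of over 55% in size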
#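 Luminescent CellTiter-Glo readout after 48 hours of compound exposure at 37 degrees C defined viability of HT-1080-NT cells. Activity was normalized to DMSO wells and cell-free media wells; concentration-response curves were fitted and assigned curve classes.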
# GLP1R inv ag – GLP-1 receptor (human) inverse agonism. AID 624417. Potency, µM (highest dose often 38.3 µM), for inactives: top-dose activity change, negative = inhibition, most hits filed as inhibitors. 410,000 compounds, 1.6% hits. HEK293 GLP-1R CRE-luciferase, luminescence, 24 h; GLP-1R form is constitutively active; note: % is set by controls: 0 for no effect and ±100 for the full control effect; nearly all actives have a fitted effect of over 55% in size
#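 Inverse agonism was detected as reduced cAMP-driven luciferase luminescence after 24 h compound treatment. The cells were HEK293 clones expressing constitutively active human GLP-1R with the reporter. Reporter-only and GPR119 cell lines served as counterscreen controls.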
# HEK293 tox – cytotoxicity in counter-screen for GLP-1R inverse agonists. 410,000 compounds, 0.13% hits. HEK293 cAMP-luciferase reporter cells, luminescence, 24 h. Potency, µM (titrated, usually from 38.3 µM), inactives show top-dose activity change, negative = inhibition, actives largely listed as inhibitors;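 note: loss of luciferase light is scored as toxicity; % is set by controls: 0 for no effect and ±100 for the full control effect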
#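 Cells in DMEM/10% Nu serum/1% pen-strep, 1536-well format. Pre-incubated 12 h, dosed with 23 nL compound, incubated a further 24 h. Luciferase detection, 12 min at room temp, luminescence.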
# SW480 rerep – inducers of DNA re-replication in SW480 colon cancer cells; AID 624297; Potency, µM (top dose mostly 46.1 µM), without a hit: at the top dose re-replication activation, hits mostly activators; SW480 DNA re-replication, Hoechst DNA content imaging, 48 h; 340,000 compounds, 1.8% hits; note: % of control where 0% means no effect; nearly all actives have a fitted effect of over 55% in size
#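 Cells (250 per well) received 23 nL compound or DMSO by pin tool and were kept 48 hr at 37 C, 5% CO2. Nuclei were then stained with Hoechst for 40 min and scanned for DNA content.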
# Active calls of the source: *; ? = inconclusive; . = not tested or not shown; [ ] = another dose, or the depositor's remark. Calls come from the whole dose curve; as a rule, active = well fitted curve in the direction sought with a large enough effect; inconclusive = small, poorly fitted or top-dose-only effect, or another doubt; inactive = no such curve, though single readings can be large; an effect the other way counts as inactive or inconclusive. Potency is the fitted concentration of half-maximal effect. This is a random part of the collection. Share with any hit: about 9.4%.
SMILES,KB-V1 MDR tox,HT1080 IDH1KD tx,KB-3-1 cytotox,GLP1R ag,TDP43 rescue,HT1080NT lethal,GLP1R inv ag,HEK293 tox,SW480 rerep
O=c1c(Cl)c(N2CCNCC2)cnn1C12CC3CC(CC(C3)C1)C2,3%,-7%,0%,0%,5%,-3%,-1%[7.66 µM],0%[7.66 µM],-3%
Cn1c(=O)c2c(SC3CCCC3)nc(C3CC3)nc2n(C)c1=O,-5%,3%,2%,-5%,17%,8%,13%,-1%,-18%
COc1cc(NC(=O)CCc2c(C)noc2C)c(C(=O)O)cc1OC,1%,-1%,28%,-2%,7%,5%,4%,-12%,.
COc1ccc(-c2nc(CS(=O)CC(=O)NCC3CCCO3)c(C)o2)cc1 (stereo not given),-30%,-10%,-1%,-3%,-4%,5%,-2%,-11%,-1%
COc1cccc(C(=O)NCCNC(=O)c2cnccn2)c1,29%,22%,-1%,7%,-17%,7%,7%,-1%,-11%
CCN(CC(=O)Nc1ccc(C)c(S(=O)(=O)N(C)C)c1)Cc1ccccc1,-15%,-4%,-11%,5%,12%,4%,?,6%,-3%
COc1ccc(C2CC(c3cccs3)n3nc(N)nc3N2)cc1 (stereo not given),-21%,-3%,-7%,17%,1%,4%,22%,6%,?
COc1ccc(/C=C2\SC(=O)N(CCCC(=O)Nc3cc(Cl)ccc3C(=O)O)C2=O)cc1,-18%,4%,6%,-8%,0%,-8%,?,-18%,-4%
COc1ccc(CCNC(=O)C2CCN(c3nc4ccccc4nc3C(F)(F)F)CC2)cc1OC,?,.,3%,.,18%,.,3%,2%,.
COc1cccc(OC)c1C1=NC(C)(C)CO1,11%,-1%,7%,0%,17%,-1%,4%,0%,-7%
C=CCN(c1nc(C)cc(OC)n1)S(=O)(=O)c1ccc(C)cc1,?,0%,-20%,-6%,12%,0%,?,2%,?
COc1ccc(C(N)=O)cc1NC(=O)c1cccc(F)c1,27%,-1%,-2%,-2%,1%,-5%,1%,54%[activator],-14%
CC(C)(C)Nc1nc(SCC(=O)Nc2ccccc2Cl)nc(N2CCOCC2)n1,?,-3%,-6%,2%,?,-7%,?,-29%,?
COc1ccc(N(CC(=O)NCc2ccccc2)S(=O)(=O)c2c(C)noc2C)cc1,?,10%,-19%,17%,0%,3%,1%,9%,-3%
Cc1cccc(N=C2NC(=O)S/C2=C\c2ccco2)c1,-2%,-8%,-2%,8%,1%[0.397 µM],-4%,-18%,-16%,-2%
O=C(COC(=O)c1cccc(O)c1)Nc1ccc(N2CCOCC2)cc1,26%,14%,4%,8%,-12%,4%,15%,0%,-6%
CC(=O)c1cccc(OCCCOc2cccc3cccnc23)c1,?,-1%,6%,10%,?,-19%,28%,6%,-4%
Cc1c(C(=O)N2CCN(c3ccccc3F)CC2)oc2c1C(=O)CC(C)(C)C2,-44%,1%,?,17%,?,-1%,?,-15%,-12%
c1ccc(C(c2nnnn2Cc2ccco2)N2CCN(c3nc4ccccc4s3)CC2)cc1 (stereo not given),?,-15%,4%,-6%,?,-9%,7.9µM*,-12%,-4%
COc1ccc2[nH]c(=O)c(C(c3nnnn3C3CCCCC3)N3CCN(C)CC3)cc2c1 (stereo not given),?,-6%,2%,3%,3%,1%,0%,6%,-5%
CC1(C)Cc2c(ccc3ccccc23)C(NNC(=O)c2cccnc2)=N1,-22%,7%,15%,-10%,12%,10%,2%,21%,-3%
Cc1cc(C)cc(OCC(=O)N(C)CC(=O)Nc2ccc(Cl)c(C(F)(F)F)c2)c1,24%,-24%,?,-5%,?,-2%,?,-17%,3%
COc1ccccc1Nc1ccc(C(=O)O)cc1[N+](=O)[O-],?,-1%,0%,-1%,-10%[0.397 µM],4%,-6%,-24%,0%
c1ccc2c(-c3c[nH]c4ccccc34)c3ccccc3nc2c1,-27%,?,-8%,-1%,26%,?,?,77%[activator],?
COC(=O)CC(N)c1ccc(Br)cc1 (stereo not given),0%,9%,12%,13%,-12%[0.397 µM],1%,-19%,-3%,-5%
CCn1cc(/C=C2/SC(=S)NC2=O)c(C)n1,12%,-15%,-4%,-3%,16%,-9%,2%,?,24%
O=S(=O)(c1cccs1)N1CCC2(CC1)OCCO2,0%,20%,15%,-2%,6%,18%,19%,4%,-7%
Cc1cccc(C)c1NC(=O)CNC(=O)c1ccc(N2CCCC2)c([N+](=O)[O-])c1,0%,-9%,?,4%,8%,-11%,20%,-11%,-5%
CC(C)[C@@H](CO)NC(=O)c1ccc2c3n(nc2c1)-c1ccccc1CO3,-27%,?,-6%,-5%,-13%,?,?,-4%,-6%
Cc1cccc(CCNS(=O)(=O)c2ccc(S(=O)(=O)N3CCCCC3)cc2)c1,-19%,1%,-9%,-9%,-17%,-5%,?,?,-5%
O=C(Nc1ccccc1N1CCCC1)C1=COCCO1,0%,4%,34%,6%,10%,0%[9.24 µM],4%,2%,-3%
O=Cc1c(F)cccc1N1CCCC1,?,7%,-3%,1%,-1%,-3%,15%,-7%,-1%
Cc1cc(C)c(Nc2ncnc(N)n2)c(C)c1,-13%,12%,5%,-1%,-4%,0%,0%,15%,-4%[9.22 µM]
CC(NC(=O)c1ccc(N2CCCC2=O)cc1)c1ccccc1 (stereo not given),2%,14%,20%,0%,-21%,9%,0%,1%,-7%
CN1CCN(S(=O)(=O)c2cnccc2N2CCN(c3cccc(Cl)c3)CC2)CC1,-8%,?,3%,3%,-8%,?,?,-19%,-323%[inhibitor]
Cc1ccc(/C=C/c2nc3ccccc3c(=O)n2CCc2ccccc2)cc1,2.6µM*,-12%,-3%,0%,5%,-19%,?,6%,10%
CN(C)c1ccnc(Oc2ccc(Cl)cc2)c1C#N,-19%,?,10%,31%,?,?,52%[activator],-25%,-4%
Cc1ccc2sc(N3CCN(CCNC(=O)c4ccco4)CC3)nc2c1C,-10%,0%,-7%,9%,-15%,-1%,?,7%,3%
COC(=O)[C@@]1(C)[C@H]2C(=O)N(C)C(=O)[C@H]2[C@H]2CN=C(SC)N21,24%,8%,?,-3%,-7%,6%,9%,-13%,?
NNc1ccc([N+](=O)[O-])c2[nH][nH]c(=O)c12,14%,-5%,?,-6%,7%,-1%,?,18%,.

# Pulled one by one from the list above, three records:
SMILES,KB-V1 MDR tox,HT1080 IDH1KD tx,KB-3-1 cytotox,GLP1R ag,TDP43 rescue,HT1080NT lethal,GLP1R inv ag,HEK293 tox,SW480 rerep
CC1(C)Cc2c(ccc3ccccc23)C(NNC(=O)c2cccnc2)=N1,-22%,7%,15%,-10%,12%,10%,2%,21%,-3%
COC(=O)[C@@]1(C)[C@H]2C(=O)N(C)C(=O)[C@H]2[C@H]2CN=C(SC)N21,24%,8%,?,-3%,-7%,6%,9%,-13%,?
CC(NC(=O)c1ccc(N2CCCC2=O)cc1)c1ccccc1 (stereo not given),2%,14%,20%,0%,-21%,9%,0%,1%,-7%

# (cont.)
SMILES,KB-V1 MDR tox,HT1080 IDH1KD tx,KB-3-1 cytotox,GLP1R ag,TDP43 rescue,HT1080NT lethal,GLP1R inv ag,HEK293 tox,SW480 rerep
CCCCN(CC)CCCNC(=O)Nc1sc2nc3n(c(=O)c2c1C)CCC(C)CC3 (stereo not given),-51%,.,-12%,.,2%,.,10µM*,-5%,.
CCOc1ccc(CCNC(=O)CCCc2nnc3n(CC)c(=O)c4sccc4n23)cc1OCC,25%,.,20%,.,10%,.,9%,13%,.
Cc1cc(C(=O)Nc2cc(C)on2)on1,-13%,20%,0%,1%,16%,14%,2%,4%,-18%
O=C1NC[C@H](CCCCN2C[C@H](Cc3ccc(O)cc3)N(Cc3ccccc3)C(=O)C2=O)N(CCc2ccc(O)cc2)C1=O,11%,?,21%,-4%,-1%,19%,21%,4%,.
CCOC(=O)N1CCN(C(=O)c2cn(CC)c3ccc(S(=O)(=O)N4CCC(C)CC4)cc3c2=O)CC1,-1%,-6%,-27%,7%,-17%[0.397 µM],-5%,5%,-2%,-9%
c1ccc(CCNc2nc(-c3ccncc3)nc3ccccc23)cc1,15µM*,4.1µM*,?,17%,16%,?,?,-47%,21µM*
CC1CCc2c(nc3ncnn3c2N2CCN(c3ccccc3)CC2)C1 (stereo not given),0%,-14%,?,-1%,19%,1%,4%,2%,-3%
O=C(CSc1nc(-c2ccco2)cc(C(F)(F)F)n1)NCc1cccs1,-19%,?,-3%,8%,-17%,?,-26%,-20%,-2%
CCN(CC)S(=O)(=O)c1ccc(N2CCCC2)c(NC(=O)C2=NN(c3ccccc3)C(=O)CC2)c1,-10%,1%,2%,-5%,6%,-19%,-21%,14%,-10%
COC(=O)c1c(NC(=O)C2COc3ccccc3O2)sc2c1CCN(C(=O)OC)C2 (stereo not given),?,7%,-3%,11%,9%,7%,5%,10%,.
CCOC(=O)N/N=C\c1cccc(OC)c1,3%,23%,1%,4%,3%,22%,3%,-3%,16%
CC(=O)Nc1ccc(S(=O)(=O)N2CCC(C(=O)O)CC2)cc1,?,30%,3%,7%,1%,12%,13%,-10%,0%
Cc1ccc(S(=O)(=O)Nc2ccccc2/C=N/c2nc3ccccc3n2C)cc1,0%,21µM*,?,0%,?,?,?,?,5%
CCCOc1ccc(F)cc1-c1cc(C(=O)Nc2ccccc2)[nH]n1,-2%,27%,0%,2%,?,10%,-17%,0%,.
CC(C)NC(=O)CCCc1ccccc1,0%,2%,0%,12%,-15%,-18%,3%,2%,-5%
CCOC(=O)c1c(/N=C/c2cc(OC)cc([N+](=O)[O-])c2O)sc(C)c1C,-1%,0%,-4%,-4%,-3%,-1%,-2%,-2%[1.53 µM],-1%
O=C(Nc1csnn1)OCc1ccccc1,0%,9%,-1%,1%,20%,-4%,25%,6%,-3%
O=C(CSCc1ccc(Cl)cc1)N/N=C/c1ccc(OCC(=O)Nc2ccccc2)cc1,8%,-22%,14%,1%,10%,-12%,?,?,0%
CC1(C)CC(=O)C2=C(C1)OC1=C(C(=O)CC(C)(C)C1)C2c1ccccc1,8%,12%,-3%,-6%,-16%,6%,-27%,-20%,19%
